KCNK3 block = human KCNK3 channel inhibitors, primary screen, CHO cells, FluxOR thallium flux, B-score | B-score at 10 µM | AID 602410, 2012 | FluxOR fluorescence; hits give low values | 340,000 tested, 0.84% active | Potassium channel subfamily K member 3 (Homo sapiens), O14649;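 active = B-score under library mean minus 4 SD, starting fluorescence ratio at most library mean plus 5 SD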;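 also: more negative B-score means stronger inhibition of thallium flux through KCNK3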
Target sequence (O14649 whole entry, looked up): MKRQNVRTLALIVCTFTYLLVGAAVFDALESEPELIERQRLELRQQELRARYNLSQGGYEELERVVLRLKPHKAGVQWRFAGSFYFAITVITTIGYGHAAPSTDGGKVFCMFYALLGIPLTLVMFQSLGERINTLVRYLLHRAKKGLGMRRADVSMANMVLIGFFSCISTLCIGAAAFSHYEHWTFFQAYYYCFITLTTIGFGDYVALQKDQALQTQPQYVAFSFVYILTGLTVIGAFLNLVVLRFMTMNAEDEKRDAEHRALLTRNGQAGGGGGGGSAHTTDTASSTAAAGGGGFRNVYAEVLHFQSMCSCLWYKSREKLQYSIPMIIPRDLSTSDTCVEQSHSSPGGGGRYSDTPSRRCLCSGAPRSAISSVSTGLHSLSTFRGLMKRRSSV
Calls only; i = inactive.

SMILES	KCNK3 block
CC(OC(=O)C1CCN(S(=O)(=O)c2ccc3c(c2)OCCO3)CC1)C(=O)NC1(C#N)CCCCC1 (configuration not stated)	i
COc1ccc2c(ccc[n+]2[O-])c1	i
CC[C@]12c3[nH]c4ccc(OC)cc4c3CCN1C(=O)C(CC(=O)NCCN1CCOCC1)C[C@@H]2C(=O)N1CCN(C(=O)C2CC2)CC1 (some centres not stated)	i
Cc1ccc(S(=O)(=O)Oc2ccccc2[N+](=O)[O-])cc1	i
Nc1[nH]c(=O)[nH]c(=O)c1N=Cc1ccccc1	i
COc1ccc(C2(OC)Oc3cc(OC)ccc3C(=O)C2(O)OC)cc1 (configuration not stated)	i
CC12CCC(O)CC1=CCC1C2CCC2(C)c3[nH]ncc3CC12 (configuration not stated)	i
CC(C)N(C(=O)[C@H]1C[C@H](CC(=O)NCC23CC4CC(CC(C4)C2)C3)C(=O)N2CCc3c([nH]c4cc(-c5ccco5)ccc34)[C@]12C)C(C)C	i
O=C1NC[C@H](Cc2ccccc2)N(CC2CCN(CCC3CCCC3)CC2)C1=O	i
CCN(CC)C(=O)[C@H]1C[C@H](CC(=O)NC/C=C(\C)CCC=C(C)C)C(=O)N2CCc3c([nH]c4cc(CCC(=O)N(C)C)ccc34)[C@]12C	i
CN(C)c1ccc(C(=O)Nc2cccc(S(=O)(=O)N3CCCC3)c2)cc1	i
O=C(O)Cc1sc(=O)[nH]c1O	i
CC(C)(C)S(=O)(=O)N1C[C@H]2CC/C=C\C/C(c3ccccc3)=C\2[C@@H]1CCO	i
COc1cccc(C=NN2CCCCCC2)c1OC	i
COCCCNC(=O)C[C@H]1C[C@H](C(=O)N2CCCCC2)[C@@]2(CCc3ccccc3)c3[nH]c4ccc(Cl)cc4c3CCN2C1=O	i
Nc1ccc2ccccc2c1C(=O)c1ccccc1	i
COc1ccccc1-c1cccc([C@@H]2C[C@H]3[C@H](CON3C)CN2Cc2cc(Cl)cc(Cl)c2)c1	i
O=C(Cc1cccc(NC(=O)C2CCCN(C(=O)C3CCCCC3)C2)c1)Nc1cccc(C(=O)N2CCOCC2)c1 (configuration not stated)	i
CCOc1cc(N2CCOCC2)c(OCC)cc1NC(=O)c1cc(S(=O)(=O)N2CCOCC2)ccc1Cl	i
C[C@H](O)[C@@H]1C(=O)N2CCc3ccc(-c4ccccc4)cc3[C@@H]2C[C@@H]1N(C)C(=O)Nc1cc(Cl)cc(Cl)c1	i
CC(C)(C)OC(=O)N1CCC(C(=O)Nc2ccc(C(=O)NC3CC3)cc2)CC1	i
CC(=O)c1cccc(-c2ccc(CN3C(CC(C)C)C(=O)N(Cc4cn(CC5CCCCC5)nn4)CCS3(=O)=O)cc2)c1 (configuration not stated)	i
O=C1C=CC(=O)N1c1ccccc1N1C(=O)C=CC1=O	i
CN(CCc1ccccc1)C(=O)c1cccc(NC(=O)Cc2cccc(NC(=O)C3CCN(C(=O)C4CCCCC4)CC3)c2)c1	i

Retrieved by structure from above:
SMILES	KCNK3 block
C[C@H](O)[C@@H]1C(=O)N2CCc3ccc(-c4ccccc4)cc3[C@@H]2C[C@@H]1N(C)C(=O)Nc1cc(Cl)cc(Cl)c1	i
CC(C)(C)OC(=O)N1CCC(C(=O)Nc2ccc(C(=O)NC3CC3)cc2)CC1	i

The results go on:
SMILES	KCNK3 block
Cc1ccccc1NC(=O)CC1C(=O)Nc2ccccc2N1CC(=O)N(C)C1CCS(=O)(=O)C1 (configuration not stated)	i
CC(C)(C)OC(=O)N1CCCC(C(=O)Nc2cccc(C(=O)N3CCCCC3)c2)C1 (configuration not stated)	i
CCCCN1CC(COCc2ccccc2)Oc2cccc(Oc3ccc(OC)cc3)c2S1(=O)=O (configuration not stated)	i
CCCCN1CC(COCc2ccccc2)Oc2cccc(Oc3cc(C)c(C)c(C)c3)c2S1(=O)=O (configuration not stated)	i
O=S1(=O)c2ccc(Br)cc2OC(COCc2ccccc2)CN1Cc1ccccc1 (configuration not stated)	i
O=C(C[C@H]1C[C@H](C(=O)N2CCCCC2)[C@@]2(CCc3ccccc3)c3[nH]c4ccc(Cl)cc4c3CCN2C1=O)NCCN1CCOCC1	i
N#CCCN(Cc1cccnc1)C(=S)Nc1ccccc1Cl	i
CN(C(=O)c1ccc(NC(=O)Cc2cccc(NC(=O)C3CCN(C(=O)C4CCCCC4)CC3)c2)cc1)C1CC1	i
O=C(CCl)N1c2ccccc2Oc2ccc3ccccc3c21	i
COc1ccccc1NS(=O)(=O)c1ccc(C)c(C(=O)NC2CCN(Cc3ccccc3)CC2)c1	i
CC(C)N(C(=O)[C@H]1C[C@H](CC(=O)NCC23CC4CC(CC(C4)C2)C3)C(=O)N2CCc3c([nH]c4ccc(Cl)cc34)[C@]12C)C(C)C	i
O=[N+]([O-])c1cc2c(c3cccnc13)COCO2	i
COc1ccc(CNC(=O)COc2ccccc2C(=O)c2cnn(-c3ccccc3)c2)cc1OC	i
CN(Cc1ccc(Cl)s1)C(=O)CN1C(=O)N(C)C2(CCCCC2)C1=O	i
O=C1OCCN1C(=O)[C@H]1[C@H](c2ccc(F)cc2)C(c2ccccc2)=NN1c1ccc(Br)cc1	i
CC(C)CN1CCC(CN2CCNC(=O)C2=O)CC1	i
COC(=O)[C@@]1(C)[C@H]2C(=O)N(Cc3ccccc3)C(=O)[C@H]2[C@H]2CN=C(SCc3ccccc3)N21	i
O=C1OCC2=C1C(c1ccc(F)cc1)c1cc3c(cc1N2)OCCO3 (configuration not stated)	i
O=C(/C=C/c1ccccc1)Nc1cc(S(=O)(=O)N2CCOCC2)ccc1N1CCOCC1	i
COC(=O)C1CC2(C(=O)OC)CC(C(=O)OC)(CC(C(=O)OC)C2=O)C1=O (configuration not stated)	i
NC(=S)N=Nc1ccc(O)cc1	i
CN(C(=O)c1ccc(NC(=O)Cc2ccc(NC(=O)C3CCCN(C(=O)c4ccccc4)C3)cc2)cc1)C1CCCC1 (configuration not stated)	i
O=C(/C(=C/c1ccncc1)n1ccnc1)c1ccc(Cl)cc1Cl	i
CC[C@]12c3[nH]c4ccc(OC)cc4c3CCN1C(=O)C(CC(=O)NCC13CC4CC(CC(C4)C1)C3)C[C@@H]2C(=O)N1CCN(C(=O)c2ccco2)CC1 (some centres not stated)	i
O=C(Nc1ccn(CCCNCCN2CCOCC2)c(=O)n1)OCc1ccccc1	i
C=CCN1CCC(=O)C(C(=O)OCC)=C1C(=O)OCC	i
COC(=O)[C@H](Cc1ccc(O)cc1)NC(=O)Cn1cnc2c(SC)nc(N)nc21	i
COc1ccc(NC(=O)N(C)C[C@H]2Oc3c(NC(=O)Nc4c(C)noc4C)cccc3C(=O)N([C@H](C)CO)C[C@@H]2C)cc1	i
COc1cccc(C=C2SC(=S)NC2=O)c1	i
CC(C)(C)OC(=O)N1CCC(C(=O)Nc2ccc(C(=O)NCc3ccccc3)cc2)CC1	i
CC(=O)C1CCC2C3CC(C)=C4CC(O)CCC4(C)C3CCC12C (configuration not stated)	i
O=C(NC1CCC(O)CC1)C1CCN(S(=O)(=O)c2c(Cl)cccc2Cl)CC1 (configuration not stated)	i
CO[C@H]1/C=C/O[C@@]2(C)Oc3c(C)c(O)c4c(O)c(c5c(c4c3C2=O)NC2(CCN(CC(C)C)CC2)N=5)=NC(=O)/C(C)=C\C=C\[C@H](C)[C@H](O)[C@@H](C)[C@@H](O)[C@@H](C)[C@H](OC(C)=O)[C@@H]1C	i
O=C(Cc1ccc(NS(=O)(=O)c2ccc(Cl)c(Cl)c2)cc1)NCCN1CCOCC1	i
O=C(COc1coc(CN2CCN(c3ccc(F)cc3)CC2)cc1=O)NC1CCCCC1	i
O=C1NC[C@H](Cc2ccccc2)N(CC2CCN(CCCC3CCCC3)CC2)C1=O	i

Shown with each value named: 4 of the compounds above
> O=C(NC1CCC(O)CC1)C1CCN(S(=O)(=O)c2c(Cl)cccc2Cl)CC1 (configuration not stated)
  KCNK3 block: i

> CO[C@H]1/C=C/O[C@@]2(C)Oc3c(C)c(O)c4c(O)c(c5c(c4c3C2=O)NC2(CCN(CC(C)C)CC2)N=5)=NC(=O)/C(C)=C\C=C\[C@H](C)[C@H](O)[C@@H](C)[C@@H](O)[C@@H](C)[C@H](OC(C)=O)[C@@H]1C
  KCNK3 block: i

> O=C(Cc1ccc(NS(=O)(=O)c2ccc(Cl)c(Cl)c2)cc1)NCCN1CCOCC1
  KCNK3 block: i

> O=C(COc1coc(CN2CCN(c3ccc(F)cc3)CC2)cc1=O)NC1CCCCC1
  KCNK3 block: i

Later entries
SMILES	KCNK3 block
CCn1c(SC(C)C(=O)Nc2ccc3c(c2)OCCO3)nnc1C1CC1 (configuration not stated)	i
CN(C)c1ccc(CSc2ccccc2)cc1	i
CN(CC(=O)Nc1ccccc1Cl)C(=O)COC(=O)/C=C/c1cccs1	i
CN(C)C(=O)CCc1ccc2c3c([nH]c2c1)[C@]1(CCC2CCCC2)[C@@H](C(=O)N2CCOCC2)C[C@H](CC(=O)NCCc2ccccn2)C(=O)N1CC3	i
CCOC(=O)c1c(SCCN2CCCCC2)n(-c2ccccc2)c(=S)n(-c2ccccc2)c1=O	i
O=c1[nH]c(-c2ccccc2)ncc1OCc1ccccc1	i
Cc1ccccc1Oc1ccc2c(c1)[C@@H]1C[C@H]3[C@@H](C(=O)N1CC2)[C@H](C)ON3C	i
COc1cc(C2CC(=O)Oc3cc(C)cc(C)c32)cc(OC)c1OC (configuration not stated)	i
CCN(C(=O)COC(=O)Cn1c(=O)oc2ccccc21)c1c(N)n(Cc2ccccc2)c(=O)[nH]c1=O	i
CCOC(=O)C1=CN(Cc2ccc(Br)cc2)S(=O)(=O)NC1C (configuration not stated)	i
NS(=O)(=O)c1ccc(CCNC(=O)COC(=O)/C=C/c2ccc(OC(F)F)cc2)cc1	i
O=C(C[C@H]1C[C@H](C(=O)N2CCCCC2)[C@@]2(CCc3ccccc3)c3[nH]c4ccc(Cl)cc4c3CCN2C1=O)NCc1ccco1	i

No new results follow: four of the compounds above.
SMILES	KCNK3 block
CCN(C(=O)COC(=O)Cn1c(=O)oc2ccccc21)c1c(N)n(Cc2ccccc2)c(=O)[nH]c1=O	i
CCOC(=O)C1=CN(Cc2ccc(Br)cc2)S(=O)(=O)NC1C (configuration not stated)	i
NS(=O)(=O)c1ccc(CCNC(=O)COC(=O)/C=C/c2ccc(OC(F)F)cc2)cc1	i
O=C(C[C@H]1C[C@H](C(=O)N2CCCCC2)[C@@]2(CCc3ccccc3)c3[nH]c4ccc(Cl)cc4c3CCN2C1=O)NCc1ccco1	i

The list continues:
SMILES	KCNK3 block
Cc1ccccc1-c1cccc([C@@H]2C[C@H]3[C@H](CON3C)CN2Cc2ccccc2)c1	i
CCC1S/C(=N/S(=O)(=O)c2ccc(N)cc2)NC1=O (configuration not stated)	i
CN(C)C(=O)CCc1ccc2c3c([nH]c2c1)[C@]1(CCC2CCCC2)[C@@H](C(=O)N2CCOCC2)C[C@H](CC(=O)NCCN2CCOCC2)C(=O)N1CC3	i
CCOc1ccc(C(=O)Cc2ccccc2)cc1	i
CCOC(=O)C1=CN(Cc2ccco2)S(=O)(=O)N(C)C1c1cccc(OC)c1 (configuration not stated)	i
O=C(Cc1cccc(NC(=O)C2CCN(C(=O)C3CCC3)CC2)c1)Nc1cccc(C(=O)N2CCOCC2)c1	i
C[C@@H]1CN(S(=O)(=O)C(C)(C)C)[C@@H](CCO)/C1=C\c1ccccc1	i
O=C(CC1C=CCC1)Nc1ccccc1 (configuration not stated)	i
CSc1nnc2c(=O)[nH]c(=O)n(C)c2n1	i
COc1cccc(/C=N/Nc2ccc(S(=O)(=O)Nc3ccccc3C(=O)O)cc2[N+](=O)[O-])c1O	i
Cc1ccc([C@H]2C(C(=O)O)=CC[C@@H](c3cccc(Cl)c3)N2S(=O)(=O)c2ccc(C)cc2)cc1	i
CC(=O)Nc1ccc(NC(=O)C(C)Sc2nnc(C3CC3)n2-c2ccccc2)cc1 (configuration not stated)	i
CC(C)N(C(=O)[C@H]1C[C@H](CC(=O)NCCCN(C)C)C(=O)N2CCc3c([nH]c4cc(-c5ccco5)ccc34)[C@]12C)C(C)C	i
O=C(NNc1nc(N2CCOCC2)nc(N2CCOCC2)n1)c1ccccc1	i
CC(C(=O)Nc1ccc(F)cc1Cl)N1CCN(S(=O)(=O)c2cccs2)CC1 (configuration not stated)	i
O=C(NNC(=O)c1cccc2ccccc12)c1ccc(Br)cc1	i
CC(C)[C@H](NS(=O)(=O)c1ccc(Cl)cc1)C(=O)OCC(=O)c1c(N)n(C)c(=O)n(C)c1=O	i
S=C1NCCN1CC1CCN(CCCC2CCCC2)CC1	i
O=C(O)c1c[nH]c2ccc([N+](=O)[O-])cc2c1=O	i
CC[C@]12c3[nH]c4ccc(OC)cc4c3CCN1C(=O)C(CC(=O)NCCCOC)C[C@@H]2C(=O)N1CCN(C(=O)C2CC2)CC1 (some centres not stated)	i
C[C@]12c3[nH]c4ccc(Cl)cc4c3CCN1C(=O)[C@@H](CC(=O)NCCc1ccccn1)C[C@@H]2C(=O)N1CCCCC1	i
Cc1ccc(N=Cc2ccccc2O)cc1Cl	i
Cc1ccc(NC(=O)c2ncn(CC(=O)NCc3nc4ccccc4[nH]3)n2)cc1C	i
C=C1CC[C@@H]2[C@](C)(CCC[C@@]2(C)/C=C/[C@@H](O)C(C)(C)O)[C@H]1CC(=O)NCCS(=O)(=O)O	i
Cn1c2ccccc2c(=O)c2ccc(NCc3ccc4c(c3)OCO4)cc21	i
O=C(NCCc1ccccc1)c1ccc(NC(=O)C2CCCCC2)cc1	i
COC(=O)C1=NN(C(=O)c2ccc(Br)cc2)C(O)(C(C)(C)C)C1 (configuration not stated)	i
CC[C@]12C(=O)N(C)C[C@H]([C@@H]3C(=O)N(C)C(=O)[C@@H]31)N2C(=O)c1ccc(Br)cc1	i
COc1cc(/C=C2\CCC(C)C3=C(c4cc(OC)c(OC)c(OC)c4)C(C#N)=C(N)OC32)cc(OC)c1OC (configuration not stated)	i
CSCCC(NS(=O)(=O)c1ccc(C)cc1)C(=O)N(C)CC(=O)Nc1ccccc1Br (configuration not stated)	i
Cc1cc(CNCCN(C)C)c(C)n1-c1cc(S(=O)(=O)N2CCOCC2)ccc1N1CCCC1	i
Cc1ccccc1NC(=O)c1cc(-c2ccco2)nc2ccccc12	i
CC(C)C[C@H]1CNC(=S)N1CC1CCN(CCCCc2ccccc2)CC1	i
Nc1ccc2cc3ccccc3cc2c1	i
NCC(=O)NCC(=O)NC[C@H]1O[C@@H](n2cnc3c(N)ncnc32)[C@H](O)[C@@H]1O	i

Assay outcomes: PubChem BioAssay, Johns Hopkins Ion Channel Center

An excerpt; rates above refer to the full screens.
